Source: PubChem (several laboratories)
STAT1 inh: inhibitors of IFN-gamma induced STAT1 signaling; hit rate 0.35% among 200,000; inhibition, % at 5.5 µM; NIH 3T3 STAT1-luciferase reporter, luminescence;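 active = inhibition above a set limit, the mean inhibition across all tested compounds plus 3 SD, cut at about 34% in these data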;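 note: 0% = IFN-gamma with DMSO and 100% = IFN-gamma with 300 µM nifuroxazide; values of inactives mirror those of a sister screen read the other way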
APP 5UTR inh: APP translation inhibition; hit rate 0.82% among 190,000; inhibition, % at 2 µM; SH-SY5Y APP 5'UTR-luciferase reporter, luminescence;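 active = inhibition above a set limit, derived from the sample mean plus 3 SD, cut at about 45% in these data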; note: values of inactives mirror those of a sister screen read the other way
G6PDH CS: counter-screen for G6PDH assay hits: L. mesenteroides G6PDH inhibition | hit rate 0.12% among 200,000 | Purified L. mesenteroides G6PDH, diaphorase/resazurin coupled fluorescence, 45 min | inhibition, % at 5 µM; in the data active = inhibition above about 50%
STAT3 act: STAT3 signaling activation; activation (% of control), % at 5.6 µM; hit rate 0.91% among 190,000; U3A cells, IL-6 STAT3-luciferase reporter, luminescence; 100% = signal with IL-6 EC80 alone;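 active = activation above the screen-wide mean of compound activation plus 3 SD, cut at about 130% in these data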;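 note: 0% = background luminescence of wells with medium and substrate only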
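Detection: reporter luminescence signal / Assay system: STAT1-lacking human U3A cells, STAT3 luciferase reporter / Incubation: compound pre-incubation 1 h before IL-6, then 6 h stimulation at 37 °C / Control set: IL-6-only high control / Read-out: % activation relative to IL-6 control / Probe or stimulus: Interleukin-6, 33 ng/mL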
STAT1 activator: STAT1 signaling activation. hit rate 2.6% among 200,000. activation (% of control), % at 5.5 µM. NIH 3T3 STAT1-luciferase reporter, IFN-gamma, luminescence; 100% = IFN-gamma alone, no compound. AID 932;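 active = activation above the screen-wide mean activation plus 3 SD, cut at about 130% in these data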;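 note: raw ratio to IFN-gamma control signal so 100% means no change and 0% no light; values of inactives mirror those of a sister screen read the other way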
Diaphorase act: diaphorase activation or chemical reduction counter-screen; Diaphorase/resazurin coupled assay, resorufin fluorescence, 16 min; hits give high values; 1 = vehicle wells, 0 = NADH-free wells; activation factor at 20 µM; hit rate 0.005% among 190,000;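 active = diaphorase activity raised at least twofold by the compound at 20 µM; inactive = activation factor below 2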
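Assay system: Purified diaphorase enzyme from Clostridium kluyveri | Amount: Enzyme 0.07 U/mL final | Dosing: Compound 20 µM once, DMSO 1% | Timing: 16 min reaction at room temperature | Detection: Fluorescence, excitation 544 nm and emission 590 nm | Evaluation: Higher resorufin formation from activation or reduction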
TLR4 MyD88 comp: blocks binding of human TLR4 to MyD88. O00206+Q99836. HeLa CL3-4 TLR4/MyD88 BLA complementation, FRET ratio. inhibition, % at 8.4 µM. hit rate 0.18% among 200,000; in the data active = inhibition above about 25%;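 note: 0% = vehicle and 100% = reference inhibitor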
Target sequence (O00206 whole entry, looked up): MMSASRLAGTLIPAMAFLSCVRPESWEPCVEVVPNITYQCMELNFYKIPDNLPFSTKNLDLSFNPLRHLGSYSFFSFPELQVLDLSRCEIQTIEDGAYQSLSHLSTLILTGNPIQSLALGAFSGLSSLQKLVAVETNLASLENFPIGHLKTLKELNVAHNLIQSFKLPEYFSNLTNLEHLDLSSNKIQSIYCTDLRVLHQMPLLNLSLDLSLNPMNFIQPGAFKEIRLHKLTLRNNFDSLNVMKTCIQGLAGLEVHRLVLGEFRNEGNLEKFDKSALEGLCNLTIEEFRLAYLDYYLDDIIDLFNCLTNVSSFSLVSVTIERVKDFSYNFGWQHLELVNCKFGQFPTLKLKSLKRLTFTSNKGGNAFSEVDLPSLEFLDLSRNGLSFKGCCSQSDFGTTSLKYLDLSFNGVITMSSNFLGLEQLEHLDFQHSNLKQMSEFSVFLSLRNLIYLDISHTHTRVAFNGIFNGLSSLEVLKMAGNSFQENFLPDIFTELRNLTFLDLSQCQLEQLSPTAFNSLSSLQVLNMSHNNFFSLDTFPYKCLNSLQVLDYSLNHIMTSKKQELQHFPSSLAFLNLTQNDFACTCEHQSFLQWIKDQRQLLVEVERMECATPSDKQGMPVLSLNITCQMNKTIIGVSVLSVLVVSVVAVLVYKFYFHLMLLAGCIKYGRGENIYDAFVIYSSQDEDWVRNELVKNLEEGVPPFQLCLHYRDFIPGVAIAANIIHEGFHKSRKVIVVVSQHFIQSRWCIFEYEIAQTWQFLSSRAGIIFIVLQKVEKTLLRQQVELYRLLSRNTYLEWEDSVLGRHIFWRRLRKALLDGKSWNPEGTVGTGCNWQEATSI
Target sequence (Q99836 whole entry, looked up): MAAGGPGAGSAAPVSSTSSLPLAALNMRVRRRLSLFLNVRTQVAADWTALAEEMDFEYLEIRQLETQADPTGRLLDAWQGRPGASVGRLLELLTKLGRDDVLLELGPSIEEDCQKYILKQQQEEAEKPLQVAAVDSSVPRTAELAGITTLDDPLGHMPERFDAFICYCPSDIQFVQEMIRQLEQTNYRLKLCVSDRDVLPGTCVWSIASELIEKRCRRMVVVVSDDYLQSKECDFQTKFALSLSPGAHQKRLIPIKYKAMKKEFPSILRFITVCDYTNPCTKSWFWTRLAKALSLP
Diaph inh CS: counter-screen for diaphorase-based assays: diaphorase inhibitors and chemical oxidizers; diaphorase resazurin-to-resorufin fluorescence, NADH, 16 min; bacterial (C. kluyveri) enzyme, not human; inhibition, % at 20 µM; hit rate 0.69% among 190,000; AID 1217;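 active = primary screen inhibition at 20 µM above a set limit, cut at about 50% in these data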;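 note: plate controls were DMSO with full reaction for no effect and wells lacking NADH for full effect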
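Assay system – diaphorase enzyme from Clostridium kluyveri · Amount – diaphorase 0.14 U/mL (working solution) · Times – reaction incubation of 16 min at room temperature · Controls – No-NADH positive control and DMSO neutral control · Signal – resorufin fluorescence 544/590 nm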
Hsp70 act: Hsp70 transcriptional activation, primary screen | HeLa Hsp70 promoter luciferase reporter, luminescence; scaled: vehicle 0, proteasome-inhibitor control 100% | activation, % at 10 µM | hit rate 0.04% among 200,000;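 active = activation above the mean across all tested compounds plus 3 SD, cutoff set per campaign, cut at about 5.5% in these data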;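 note: 100% = MG132 at 30 µM as the positive control and 0% = DMSO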
STAT3 inh: reduces IL-6 driven STAT3 reporter signal; AID 862; hit rate 0.89% among 190,000; U3A cells, IL-6 STAT3-luciferase reporter, luminescence; host cell line lacks STAT1; inhibition, % at 5.5 µM;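 active = inhibition above the mean inhibition across all screened compounds plus 3 SD, cut at about 44% in these data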;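 note: 0% = DMSO only wells and 100% = 100 µM nifuroxazide control wells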
* hit, by the source's call; x = no result given.

SMILES	STAT1 inh	APP 5UTR inh	G6PDH CS	STAT3 act	STAT1 activator	Diaphorase act	TLR4 MyD88 comp	Diaph inh CS	Hsp70 act	STAT3 inh
Cc1cc(=O)[nH]c(SCCCOc2ccc3c(c2)CCC3)n1	-2	-10	7	98	102	0.9	3	12	0.0	8
CCN(CC)S(=O)(=O)c1ccc(Cl)c(NC(=O)c2cc(Cl)ccc2Cl)c1	-5	-3	-20	99	104	0.9	-13	11	-0.6	-3
CCN(CC)c1ccc(/C=N/O)cc1	-7	5	2	99	106	0.9	1	8	0.0	4
CN(C)S(=O)(=O)c1ccc(C(=O)NC2CCCc3ccccc32)cc1 (centres undefined)	3	18	0	112	96	1.1	4	-14	-0.1	-13
Cc1nn(C)cc1-c1n[nH]c(=S)n1-c1ccc(F)cc1	5	-4	8	97	96	0.9	13	14	0.1	4
O=C(NCCCn1ccnc1)/C(=C\c1cccs1)NC(=O)c1ccccc1	-4	-4	13	102	104	0.9	-6	10	-0.3	-4
CC1(C)C(c2cccs2)=[N+]([O-])C2(CCCCC/C2=N\NC(N)=O)N1O (centres undefined)	-3	-10	0	101	102	1	7	2	-0.1	2
Cn1cccc1/C=C1\SC(=O)N(CC(=O)Nc2ccc(F)cc2)C1=O	-1	8	10	103	100	1.1	0	-9	0.2	-2
COC(=O)c1ccc(NC(=O)CN2CCN(c3ccccc3)CC2)cc1	-1	-13	5	104	101	0.8	-10	16	0.0	0
COc1ccc(N2CCN(S(C)(=O)=O)CC2)cc1	1	-4	7	106	99	0.9	-1	11	0.1	-1
S=c1[nH]cc(-c2ccccc2)n1-c1ccccc1	9	9	-1	104	92	0.8	-3	15	-0.2	7
COc1ccc(C2(C)NC(=O)N(CC(=O)Nc3ccc(-c4nc5ccc(C)cc5s4)cc3)C2=O)cc1 (centres undefined)	-51	-171	9	87	144*	0.9	-10	11	0.0	19
CCN(CC)c1nc(-c2ccc(Cl)cc2)cc(C(F)(F)F)c1C#N	12	-6	-1	104	89	0.9	-3	9	0.0	6
Cc1cc(=O)n(-c2ccc(O)cc2)[nH]1	11	0	4	89	90	0.9	-27	14	-0.4	23
CC(C)COC(=O)c1cc(=O)[nH]c2ccccc12	9	-10	7	88	92	0.8	-1	16	-0.1	18
COc1cc(C)nc(N2CCC(C(N)=O)CC2)n1	1	5	10	103	99	0.8	-12	20	0.0	2
CC(C)(C)c1ccc(OCc2ccc(C(=O)N/N=C/c3ccc(O)c(O)c3)cc2)cc1	-1	16	-3	114	100	0.7	-4	28	-0.2	-7
Cc1nn(CC(=O)Nc2cccnc2)c(=O)c2ccccc12	-4	1	18	100	102	0.8	-6	16	-0.5	4
Cc1cc2c(n1-c1ccc(Br)cc1)CC(C)(C)CC2=O	-3	1	7	103	103	0.9	1	7	-0.1	1
O=C(NCCc1ccccc1)c1nc2ncccn2n1	-1	-14	8	103	101	1	0	4	0.0	-4
CCCCCOc1ccccc1C(=O)NCCC(=O)O	0	-9	9	96	100	1.1	-4	-6	0.0	8
CC(C)N(C(=O)CSc1nnnn1C1CCCC1)C(C)C	8	-10	0	105	92	0.9	1	5	-0.2	-4
CC(C)[C@H](NS(=O)(=O)c1ccc2c(c1)OCCO2)C(=O)OCC(=O)Nc1cc(Cl)ccc1Cl	8	-6	12	92	93	0.8	-8	19	-0.1	14
Cc1ccc(/C=C/C(=O)Nc2ccc([N+](=O)[O-])c(NC(=O)/C=C/c3ccc(C)o3)c2)o1	-1	12	-31	96	101	0.9	-4	12	-0.3	5
CCOc1ccc(C(=O)Nc2c3c(nn2-c2cccc(Cl)c2)CS(=O)C3)cc1 (centres undefined)	-1	11	9	105	101	1	-24	3	0.0	-3
CCOC(=O)c1cc2c(=O)n3ccccc3nc2n(Cc2ccco2)c1=NC(=O)c1ccccc1OC	7	8	-1	91	93	0.2	6	80*	-0.1	18
Cc1ccccc1-n1c(SCc2cccc(F)c2)nc2[nH]ncc2c1=O	6	-8	2	108	94	1	7	4	-0.2	-7
COc1cc(/C=N/Nc2ncc(C(F)(F)F)cc2Cl)cc(OC)c1OC	7	-5	-12	103	94	0.9	2	13	0.1	-8
COc1ccc2nc(NC(=O)C3CCN(S(=O)(=O)c4cccnc4)CC3)sc2c1	-19	8	7	96	117	0.9	7	14	-0.2	10
O=C(CN1C(=O)C2C3C=CC(C4CC34)C2C1=O)OCC(=O)c1ccccc1 (centres undefined)	2	-3	0	87	98	0.9	7	12	-0.3	18
CCNS(=O)(=O)c1ccc(CCC(=O)Nc2ccccc2C(=O)OC)cc1	0	-4	-4	101	100	1	-4	2	-0.4	1
O=c1c2cnn(-c3ccccc3)c2nc(-c2cccs2)n1-c1ccc(Cl)cc1	-2	-21	6	101	102	0.9	5	11	-0.3	-1
COC(=O)Nc1ccc(S(=O)(=O)N2CCC(Cc3ccccc3)CC2)cc1	12	6	4	101	89	0.8	-2	22	-0.2	-1
COc1ccc2nc(N(CCN(C)C)C(=O)/C=C/c3cccs3)sc2c1	5	-11	-2	95	94	0.9	11	14	-0.3	13
O=C(NCCc1ccccc1)C1CCC(CNS(=O)(=O)c2cccs2)CC1 (centres undefined)	4	-38	0	102	95	0.9	0	6	-0.1	0
C=CCN1CN(S(=O)(=O)c2cccs2)c2nc3ccccc3nc21	-5	-10	-4	108	105	0.8	0	24	0.6	-6
CC(C)COP(=O)(CNC(=O)CN1C(=O)c2ccccc2S1(=O)=O)OCC(C)C	-9	14	-3	105	109	1	0	-1	-0.2	-8
Cc1ccc(SCC(=O)NC(=O)NCc2ccco2)c(C)c1	2	-1	11	109	98	0.9	6	7	-0.1	-14
Cc1cccc(C2NC(c3cccc(C)c3)C([N+](=O)[O-])C(C)(C)C2[N+](=O)[O-])c1 (centres undefined)	1	-15	2	103	100	0.8	2	16	0.1	-2
Cc1ccccc1N1CCN(C2=NC(=O)/C(=C/c3cn[nH]c3-c3ccccc3)S2)CC1	5	-1	-24	97	97	1	1	2	-0.6	1
O=C1/C(=C/c2cccnc2)Oc2cc(OS(=O)(=O)c3ccc(Cl)cc3)ccc21	7	9	12	102	94	1	6	2	-0.4	5
CCCOc1ccc(C2(C(=O)O)CCCC2)cc1	2	-17	2	101	98	0.8	-4	17	-0.1	3
CC(=O)c1ccc(NC(=O)Nc2ccccc2)cc1	-23	-138	-4	75	121	0.9	3	6	-0.3	35
CCN(CC)S(=O)(=O)c1ccc2oc(C(=O)N3CCOCC3)c(C)c2c1	-1	1	-8	95	100	1.1	0	-5	-0.4	12
CC(C)CCNC(=O)CSc1nnc(-c2ccc(S(=O)(=O)N3CCCC3)cc2)n1C	2	-9	10	103	98	0.9	3	12	-0.3	-3
CC1CC(C)CN(S(=O)(=O)c2ccccc2[N+](=O)[O-])C1 (centres undefined)	9	-10	0	97	92	0.8	14	15	-0.3	1
O=C1NCCN1Cc1ccc(F)cc1	-4	2	3	100	104	0.9	-4	12	-0.2	4
COc1cccc(/C(O)=C2/C(=O)C(=O)N(CCN3CCOCC3)C2c2cccnc2)c1 (centres undefined)	-3	12	11	96	103	0.8	-7	23	-0.2	8
O=C(O)/C=C/c1cccc(NC(=O)c2ccc(Cl)cc2)c1	-6	-16	12	104	104	x	12	x	-0.4	-1
O=C(CCc1nnc(CCCCc2ccccc2)o1)NCCN1CCOC1=O	1	15	3	99	97	1	-7	-4	-0.3	4
Cc1onc(-c2ccccc2)c1C(=O)N1CCCc2ccccc21	5	-3	6	114	95	0.8	5	21	-0.3	-6
O=c1[nH]cnc(O)c1C(c1ccc2c(c1)OCO2)c1c(O)nc[nH]c1=O	-9	0	7	112	107	0.8	6	22	-0.1	-14
COc1cc(NC(=O)COC(C)=O)cc(OC)c1OC	-1	-11	14	101	101	0.9	-28	6	-0.4	8
Cc1ccc(S(=O)(=O)N2C(=O)CCC2C(=O)NCc2ccco2)cc1 (centres undefined)	3	7	20	100	98	0.9	4	6	0.1	3
CC(=O)c1cccc(S(=O)(=O)N2CCC(n3nnc4cc(F)ccc43)CC2)c1	-3	9	-15	103	103	1	-11	5	-0.3	0
N#C/C(=C/c1ccc(-c2ccc(Br)cc2)o1)C(=O)NC1CCCCC1	-4	-4	-12	90	104	0.9	0	9	-0.1	10
Cn1c(N)cc(=O)n(Cc2ccccc2)c1=O	-6	15	8	99	105	1	-5	3	-0.3	-2
O=C(CC(c1ccccc1)C1CCCCC1=O)c1ccco1 (centres undefined)	-3	-3	0	105	105	0.8	3	18	-0.1	-2
CC(=O)Oc1cc2c(cc1Cl)C(c1cccs1)CC1(CC(C)(C)NC(=S)N1)O2 (centres undefined)	-2	14	14	104	100	1	2	0	-0.2	-1
COc1ccc(C(=O)c2ccccc2)c(OCC(=O)NC2CC2)c1	6	11	5	102	92	1	-18	1	-0.6	0

As entered above.
STAT3 inh with O=C(CC(c1ccccc1)C1CCCCC1=O)c1ccco1 (centres undefined) → -2
APP 5UTR inh with CC(=O)c1cccc(S(=O)(=O)N2CCC(n3nnc4cc(F)ccc43)CC2)c1 → 9
Diaph inh CS with Cn1c(N)cc(=O)n(Cc2ccccc2)c1=O → 3
STAT1 activator with COc1cc(NC(=O)COC(C)=O)cc(OC)c1OC → 101

Single records, from the list above. Order of values: STAT1 inh | APP 5UTR inh | G6PDH CS | STAT3 act | STAT1 activator | Diaphorase act | TLR4 MyD88 comp | Diaph inh CS | Hsp70 act | STAT3 inh
Shown for O=C1/C(=C/c2cccnc2)Oc2cc(OS(=O)(=O)c3ccc(Cl)cc3)ccc21 → 7 | 9 | 12 | 102 | 94 | 1 | 6 | 2 | -0.4 | 5
Shown for O=C(CN1C(=O)C2C3C=CC(C4CC34)C2C1=O)OCC(=O)c1ccccc1 (centres undefined) → 2 | -3 | 0 | 87 | 98 | 0.9 | 7 | 12 | -0.3 | 18

Remaining list, next part.
SMILES	STAT1 inh	APP 5UTR inh	G6PDH CS	STAT3 act	STAT1 activator	Diaphorase act	TLR4 MyD88 comp	Diaph inh CS	Hsp70 act	STAT3 inh
O=C(OCCOCCN=C1NS(=O)(=O)c2ccccc21)C1CC(=O)N(c2ccccc2)C1 (centres undefined)	3	-10	-1	108	97	1	-8	4	0.0	-6
Cc1ccc(-c2nn(CCC(=O)O)cc2/C=C\C(=O)c2ccc(Br)cc2)cc1	-1	5	5	103	100	0.9	1	7	-0.4	-2
Cc1nnc(SC(C)C)n(N)c1=O	4	6	0	101	96	1	10	4	-0.4	4
COc1ccc(-c2csc(Cc3nc(O)cs3)n2)cc1	-134	-157	-5	121	221*	1	2	2	0.1	-9
CCOC(=O)C1=C(CNCc2ccc(C)cc2)NC(=O)NC1c1cc(C)ccc1C (centres undefined)	4	-1	3	97	97	0.8	0	19	-0.3	9
